Source: PubChem BioAssay (National Center for Advancing Translational Sciences (NCATS))
USP1 inh – USP1/UAF1 (human) deubiquitinase inhibition; O94782; Potency, µM (titrated, usually from 57.1 µM), for the others: at the highest dose activity change, negative = inhibition, actives largely listed as inhibitors; AID 743255; actives 0.23% (n = 390,000); recombinant USP1/UAF1, Ub-Rhodamine cleavage fluorescence; note: potency is the fitted concentration of half-maximal effect; % is set by controls: 0 for no effect and ±100 for the full control effect; nearly all actives have a fitted effect of over 60% in size; inactives centre near -12
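USP1/UAF1 complex (1 nM) preincubated 15 min at room temperature with compound, then Ub-Rho substrate (150 nM final) added. Kinetic fluorescence at 480/540 nm over 6 reads at 60 s intervals; 50 mM HEPES pH 7.8, 0.5 mM EDTA, 0.1 mg/ml BSA, 1 mM TCEP, 0.01% Tween-20.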
TRHR enhancer – allosterically enhances the human TRH receptor. TRHR cells, fluo-8 calcium fluorescence, EC20 TRH enhancement. enhancement, % at 2 µM. actives 0.66% (n = 360,000); in the data active = enhancement above about 30%; note: 0% is about no effect
Target sequence (P34981 whole entry, looked up): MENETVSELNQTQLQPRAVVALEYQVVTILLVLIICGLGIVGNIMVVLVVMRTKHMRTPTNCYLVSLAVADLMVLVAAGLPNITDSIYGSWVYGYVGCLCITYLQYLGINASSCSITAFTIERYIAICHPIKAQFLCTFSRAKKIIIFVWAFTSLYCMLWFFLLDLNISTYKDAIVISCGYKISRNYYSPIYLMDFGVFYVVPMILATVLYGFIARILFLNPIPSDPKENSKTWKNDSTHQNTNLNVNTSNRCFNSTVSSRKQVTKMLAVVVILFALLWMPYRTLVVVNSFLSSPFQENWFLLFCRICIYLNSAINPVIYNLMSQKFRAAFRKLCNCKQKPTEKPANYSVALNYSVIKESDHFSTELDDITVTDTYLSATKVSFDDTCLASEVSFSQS
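Enhancer read-out: after compound pinning and an initial kinetic agonist-mode read, an EC20 of TRH (10 nM final) was injected and fluo-8 calcium signal (Ex 480/Em 530) followed at 1 s/cycle for 100 cycles in TRHR-expressing cells.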
TRHR agonist – TRH receptor (human) agonism; TRHR cells, calcium flux fluo-8, FDSS agonist mode; P34981; actives 0.18% (n = 360,000); activation, % at 2 µM; AID 493084; in the data active = activation above about 30%; note: 0% is about no effect
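Fluo-8-loaded TRHR cells; 10 s baseline, compound added, kinetic Ca2+ fluorescence read 1/s, agonist mode.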
PI4K2A block – PI4K2A (human) kinase inhibition; Q9BTU6; purified PI4K2A, ADP-Glo luminescence, 1 h; stronger effect = lower value; activity change, negative = inhibition, % at 76.9 µM; actives 0.13% (n = 420,000); AID 1346378; in the data active = activity change below about -50%; inconclusive = mostly about -30% to -49%;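 note: -100% = wells without enzyme as full effect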
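Compounds are screened against recombinant PI4K2A using PI as substrate and ATP, the latter dispensed at 300 microM. Reactions run one hour at ambient temperature before ADP-Glo detection; full inhibition defined by wells lacking enzyme.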
D2 agonist – D2 dopamine receptor (human) agonism; P14416; HEK293 T-REx D2 cells, calcium flux agonist mode; actives 0.53% (n = 340,000); activation, % at 2 µM; AID 485358;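 active = activation over 3 SD above normal in the single-dose calcium agonist read, cut at about 30% in these data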; note: 0% is about no effect
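Tetracycline-induced HEK293 Trex cells with D2 receptor force-coupled to calcium signaling, plated overnight at 30 C and loaded with no-wash calcium dye. Calcium flux read kinetically for 180 s after compound addition; responses flag agonists.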
TrxR1 substrate – substrates of rat thioredoxin reductase 1; AID 588456; O89049; actives 0.01% (n = 390,000); Potency, µM (top dose mostly 114 µM), for the others: at the top dose activity change, negative = substrate turnover; purified TrxR1 substrate turnover, NADPH consumption readout; note: potency is the fitted concentration of half-maximal effect; % is set by controls: 0 for no effect and ±100 for the full control effect; nearly all actives have a fitted effect of over 50% in size
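Rat TrxR1, dispensed at 90 nM, was prereduced with 400 uM NADPH (final) for 5 min at ~22 deg C, then incubated with compound 15 min before 400 uM selenite. A first-read NADPH fluorescence drop versus no-compound background flagged substrates.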
rTrxR1 inhibitor – blocks rat thioredoxin reductase 1. O89049. recombinant rTrxR1, NADPH fluorescence consumption, selenite substrate. Potency, µM (titrated, usually from 114 µM), without a hit: at the highest dose activity change, negative = inhibition, most hits filed as inhibitors. actives 1% (n = 390,000). AID 588453; note: potency is the fitted concentration of half-maximal effect; % is set by controls: 0 for no effect and ±100 for the full control effect; nearly all actives have a fitted effect of over 65% in size
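Rat TrxR1 (90 nM in the dispensed reagent) was pre-reduced with 400 uM NADPH for 5 min at room temperature, then incubated with compound for 15 min. After 400 uM selenite was added, NADPH fluorescence (Ex 340/Em 450 nm) was followed for 8 min.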
D2 antagonist – antagonizes the human D2 dopamine receptor | HEK293 TREx D2 cells, calcium flux, dopamine EC80 | P14416 | inhibition, % at 10 µM | actives 2% (n = 340,000); in the data active = inhibition above about 30%; note: 0% is about no effect
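Inhibition of EC80 dopamine-driven calcium flux, recorded kinetically, defines activity here; cells are a tetracycline-induced HEK293 T-REx line expressing force-coupled D2.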
mIDH1 inhibitor – blocks human mutant IDH1 R132H enzyme; O75874; Potency, µM (titrated, usually from 76.6 µM), inactives show top-dose activity change, negative = inhibition, actives largely listed as inhibitors; IDH1-R132H enzyme, NADPH consumption, diaphorase/resazurin fluorescence; actives 0.093% (n = 390,000); note: potency is the fitted concentration of half-maximal effect; % is set by controls: 0 for no effect and ±100 for the full control effect; nearly all actives have a fitted effect of over 65% in size
Target sequence (O75874 whole entry R132H, stated change not applied): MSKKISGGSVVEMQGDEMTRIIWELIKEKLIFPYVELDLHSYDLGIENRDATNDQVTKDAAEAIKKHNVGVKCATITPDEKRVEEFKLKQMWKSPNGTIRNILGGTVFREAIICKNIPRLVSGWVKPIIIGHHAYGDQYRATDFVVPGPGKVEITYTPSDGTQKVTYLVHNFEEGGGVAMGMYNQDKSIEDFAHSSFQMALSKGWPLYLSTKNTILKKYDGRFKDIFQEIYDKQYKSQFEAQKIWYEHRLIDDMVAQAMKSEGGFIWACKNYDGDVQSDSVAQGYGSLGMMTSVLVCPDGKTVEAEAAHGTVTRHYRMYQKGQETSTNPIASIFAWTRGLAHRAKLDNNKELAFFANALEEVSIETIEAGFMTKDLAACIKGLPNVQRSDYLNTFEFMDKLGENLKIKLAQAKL
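IDH1-R132H (0.5 ug/mL dispensed) in pH 7.5 Tris buffer was preincubated 30 min with compound, then given a substrate mix of 0.016 mM NADPH and 2 mM alpha-KG for 80 min at room temperature; remaining NADPH was read by diaphorase/resazurin fluorescence.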
Numbers without * were called inactive; ? = inconclusive; / = not tested or not shown; [ ] = another dose, or the depositor's remark. Unless noted, calls come from the whole dose curve; as a rule, active = well fitted inhibition curve with a large enough effect; inconclusive = small, poorly fitted or top-dose-only effect; inactive = no such curve, though single readings can be large or run the other way.

1) CC(=O)c1c(O)c2ccccc2n(C)c1=O
2) Cc1ccc(-n2nc(C)c3c(C(=O)Nc4ccccc4C(F)(F)F)cc(C)nc32)cc1
3) CS(=O)(=O)Nc1ccccc1C(=O)OCC(=O)NC1CC1
4) CCn1nnnc1NC(=O)c1ccc2ccccc2c1
5) COc1ccc(Cc2nnc(SCC(=O)c3ccc(OC)cc3)o2)cc1
6) NS(=O)(=O)c1ccc(Nc2nc3ccccc3nc2NS(=O)(=O)c2cccc([N+](=O)[O-])c2)cc1
7) Cc1ccccc1-c1noc(CCC(=O)NCc2ccco2)n1
8) Fc1ccc(CCNC(=S)Nc2ccc(F)cc2)cc1
Assay by compound	1	2	3	4	5	6	7	8
USP1 inh	-15%	-36%	-9%	-12%	-10%	-26%	-16%	-12%
TRHR enhancer	8	-9	-4	-6	0	12	5	4
TRHR agonist	-0.8	0.4	0.7	-2.6	0.0	-0.3	-0.3	-0.4
PI4K2A block	2	-3	1	3	0	2	-2	4
D2 agonist	-2.2	0.0	-0.1	-0.8	0.3	2.3	-0.1	-1.5
TrxR1 substrate	-7%[57.1 µM]	1%	10%	2%[57.1 µM]	6%	-3%[57.1 µM]	-2%[57.1 µM]	-15%
rTrxR1 inhibitor	8%[57.1 µM]	9%	46%	13%[57.1 µM]	21%	-20%[57.1 µM]	-17%[57.1 µM]	-21%
D2 antagonist	10	/	-14	-7	-3	4	-8	1
mIDH1 inhibitor	4%	0%	-10%	9%	0%	-20%	5%	2%

9) O=C1CSC2(C(=O)N(Cc3cccc(C(F)(F)F)c3)c3ccccc32)N1c1ccc(F)c(F)c1 (centres undefined)
10) CCOC(=O)c1c(CN2CCOCC2)n(-c2ccccc2)c2cc(Br)c(O)cc12
11) O=C(Nc1ccn(CCCNCCN2CCOCC2)c(=O)n1)OCc1ccccc1
12) CCOc1ccc(C(=O)NCCNC(=O)c2ccc(OCC)cc2)cc1
13) CC(C)Cc1nc(N2CCOCC2)c(C#N)c2c1CCC2
14) Cc1n[nH]c(C)c1N=Nc1ccc(Br)cc1
15) Cc1ccc(Cn2ncc3c(N4CCN(c5ccccc5C)CC4)ncnc32)cc1
16) Cc1cccc(C(C)C)c1NC(=O)COC(=O)CCN1C(=O)C2CC=CCC2C1=O (centres undefined)
Assay by compound	9	10	11	12	13	14	15	16
USP1 inh	?	-14%	-1%	-5%	-8%	-27%	-18%	-13%
TRHR enhancer	-13	-9	/	-3	-5	10	-2	-3
TRHR agonist	-0.2	-0.5	/	-0.8	0.2	1.3	0.9	-0.4
PI4K2A block	16	3	2	0	7	-4	-9	2
D2 agonist	-0.4	-1.0	/	1.5	0.2	0.1	0.0	/
TrxR1 substrate	-2%	-7%	-1%	-7%	64%[activator]	-5%	16%	4%
rTrxR1 inhibitor	17%	-8%	10%	-9%	-14%	9%	16%	7%
D2 antagonist	/	-9	/	11	-4	-10	-7	/
mIDH1 inhibitor	2%	2%	-12%	0%	-2%	-5%	8%	7%

17) O=C(CCCCCn1c(=S)[nH]c2ccc(N3CCOCC3)cc2c1=O)NCc1ccc(Cl)cc1
18) Cc1ccc(C(=O)COC(=O)CNC(=O)c2ccc(Br)o2)cc1[N+](=O)[O-]
19) Cc1c(C(=O)Nc2ccncc2)sc2nc(-c3ccc(F)cc3)cn12
20) Cc1cc(C(=O)NNC(=O)COc2ccccc2Cl)n[nH]1
21) Cc1ccc2[nH]c(=O)c3cc(C(=O)N4CCN(C(=O)c5ccco5)CC4)sc3c2c1
22) COc1ccc(NC(=O)COC(=O)c2ccc(S(=O)(=O)N(C)c3ccccc3OC)cc2)cc1OC
23) CN(Cc1ccccc1F)c1ccc(S(=O)(=O)N2CCCC2)cn1
Assay by compound	17	18	19	20	21	22	23
USP1 inh	-11%	-12%	-22%	-9%	-7%	-18%	-21%
TRHR enhancer	2	2	3	-3	-5	-6	-1
TRHR agonist	-1.4	-0.7	0.4	1.1	-0.1	0.3	-1.4
PI4K2A block	-2	1	-1	0	5	-7	-20
D2 agonist	-0.2	-0.8	/	3.6	1.0	0.5	0.1
TrxR1 substrate	7%[57.1 µM]	6%	9%[57.1 µM]	0%	8%[57.1 µM]	6%[57.1 µM]	-3%[57.1 µM]
rTrxR1 inhibitor	14%[57.1 µM]	15%	14%[57.1 µM]	19%	0%[57.1 µM]	14%[57.1 µM]	-2%[57.1 µM]
D2 antagonist	-26	-8	/	-5	-18	-6	-10
mIDH1 inhibitor	8%	15%	19%	2%	1%	7%	4%

Among those listed so far, nine have four or more nitrogen atoms:
2) Cc1ccc(-n2nc(C)c3c(C(=O)Nc4ccccc4C(F)(F)F)cc(C)nc32)cc1
4) CCn1nnnc1NC(=O)c1ccc2ccccc2c1
6) NS(=O)(=O)c1ccc(Nc2nc3ccccc3nc2NS(=O)(=O)c2cccc([N+](=O)[O-])c2)cc1
11) O=C(Nc1ccn(CCCNCCN2CCOCC2)c(=O)n1)OCc1ccccc1
14) Cc1n[nH]c(C)c1N=Nc1ccc(Br)cc1
15) Cc1ccc(Cn2ncc3c(N4CCN(c5ccccc5C)CC4)ncnc32)cc1
17) O=C(CCCCCn1c(=S)[nH]c2ccc(N3CCOCC3)cc2c1=O)NCc1ccc(Cl)cc1
19) Cc1c(C(=O)Nc2ccncc2)sc2nc(-c3ccc(F)cc3)cn12
20) Cc1cc(C(=O)NNC(=O)COc2ccccc2Cl)n[nH]1
Assay by compound	2	4	6	11	14	15	17	19	20
USP1 inh	-36%	-12%	-26%	-1%	-27%	-18%	-11%	-22%	-9%
TRHR enhancer	-9	-6	12	/	10	-2	2	3	-3
TRHR agonist	0.4	-2.6	-0.3	/	1.3	0.9	-1.4	0.4	1.1
PI4K2A block	-3	3	2	2	-4	-9	-2	-1	0
D2 agonist	0.0	-0.8	2.3	/	0.1	0.0	-0.2	/	3.6
TrxR1 substrate	1%	2%[57.1 µM]	-3%[57.1 µM]	-1%	-5%	16%	7%[57.1 µM]	9%[57.1 µM]	0%
rTrxR1 inhibitor	9%	13%[57.1 µM]	-20%[57.1 µM]	10%	9%	16%	14%[57.1 µM]	14%[57.1 µM]	19%
D2 antagonist	/	-7	4	/	-10	-7	-26	/	-5
mIDH1 inhibitor	0%	9%	-20%	-12%	-5%	8%	8%	19%	2%
